High-throughput results deposited in PubChem BioAssay by The Scripps Research Institute Molecular Screening Center.
GalR3 antagonist: human GalR3 antagonism | O60755 | hit rate 0.44% among 360,000 | AID 651719 | inhibition, % at 3 µM | HEK293 GalR3-CNG cAMP membrane potential fluorescence; galR3 body fused to GalR1 C-terminus;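 active means inhibition above the screen-wide average plus 3 SD, cut at about 13% in these data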;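 further: forskolin and galanin both at EC90 stimulate the cells; cAMP rise reported by CNG channel membrane potential dye signal; 0% = forskolin plus galanin with DMSO and 100% = forskolin alone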
Target sequence (O60755 1-299 limits assumed): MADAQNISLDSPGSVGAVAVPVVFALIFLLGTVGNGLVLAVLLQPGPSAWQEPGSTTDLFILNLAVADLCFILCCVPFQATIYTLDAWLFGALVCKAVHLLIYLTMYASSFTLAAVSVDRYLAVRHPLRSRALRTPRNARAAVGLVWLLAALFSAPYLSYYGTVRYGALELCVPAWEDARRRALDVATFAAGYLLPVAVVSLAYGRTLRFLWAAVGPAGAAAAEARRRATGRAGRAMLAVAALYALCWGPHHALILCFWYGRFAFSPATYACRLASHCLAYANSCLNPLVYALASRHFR
OXTR agonist: agonists of human oxytocin receptor; P30559; CHO-OTR cells, Fluo-8 calcium fluorescence; normalized: DMSO 0%, oxytocin 100%; activation, % at 3 µM; hit rate 0.32% among 320,000;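 active means activation above the mean of all tested compounds plus 3 SD, cutoff set per screening run, cut at about 20% in these data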;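 further: peak over basal fluorescence ratio from a 100 s FLIPR kinetic read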
V1aR counter: activates human V1a receptor in oxytocin agonist counter-screen; CHO-V1R cells, Fluo-8 calcium fluorescence, agonist mode; 0% DMSO, 100% 3 nM vasopressin; activation, % at 3 µM; hit rate 0.25% among 320,000; P37288;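 active means activation above the mean activation of all tested compounds plus 3 SD, per screening run, cut at about 20% in these data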;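 further: signal is peak over basal fluorescence ratio across a 100 second FLIPR read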
Target sequence (P37288 whole entry, looked up): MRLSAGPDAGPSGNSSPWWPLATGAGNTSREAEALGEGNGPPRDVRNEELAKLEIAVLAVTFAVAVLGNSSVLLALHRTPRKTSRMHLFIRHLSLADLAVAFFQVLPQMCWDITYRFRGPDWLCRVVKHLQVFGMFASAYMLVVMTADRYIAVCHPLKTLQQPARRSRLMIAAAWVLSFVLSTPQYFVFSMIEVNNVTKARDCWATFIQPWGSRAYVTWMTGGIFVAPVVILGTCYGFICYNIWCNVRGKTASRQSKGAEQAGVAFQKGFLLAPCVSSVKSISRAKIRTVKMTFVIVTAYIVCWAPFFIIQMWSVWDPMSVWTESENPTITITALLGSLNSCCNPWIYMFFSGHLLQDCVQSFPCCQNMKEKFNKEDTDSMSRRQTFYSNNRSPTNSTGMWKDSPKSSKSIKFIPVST
* marks the source's active call; other numbers are inactive results.

`Cc1cc(C)n2nc(C(=O)OCC(=O)N(CCC#N)c3ccc(F)cc3)nc2n1` gave GalR3 antagonist -1, OXTR agonist 1.2 and V1aR counter 0.3.
For O=C(NCCO)C(=O)NCC1CCCN1S(=O)(=O)c1cccs1 (stereo not drawn) the results were GalR3 antagonist 2, OXTR agonist 0.1 and V1aR counter 0.2.
Screening COc1ccc(S(=O)(=O)Nc2cccc3c2O[C@H](CN(C)C(=O)Nc2ccc4c(c2)OCO4)[C@@H](C)CN([C@H](C)CO)C3=O)cc1 returned GalR3 antagonist -1, OXTR agonist 1.4 and V1aR counter 1.6.
COc1ccc(N2CCN(C(CNC(=O)c3ccco3)c3ccco3)CC2)cc1 (stereo not drawn) was read as GalR3 antagonist -1, OXTR agonist -0.2 and V1aR counter -1.1.
CN(C(=O)CN1C(=O)NC(C)(c2cccc(Br)c2)C1=O)C1CCCCC1 (stereo not drawn) was read as GalR3 antagonist -7, OXTR agonist 7.8 and V1aR counter 3.1.
For Cn1c(N)c(C(=O)COC(=O)CNC(=O)c2ccccc2Cl)c(=O)n(C)c1=O the results were GalR3 antagonist -7, OXTR agonist 0.4 and V1aR counter 0.7.
For O=C(CN1CCc2ccccc2C1)Nc1cccc(S(=O)(=O)N2CCOCC2)c1 the results were GalR3 antagonist -7, OXTR agonist 2.4 and V1aR counter 4.3.
`Nc1ccc(C(=O)C(=O)c2ccccc2)cc1` gave GalR3 antagonist -5, OXTR agonist 2.2 and V1aR counter 1.2.
CCCCN(C(=O)c1ccc(S(=O)(=O)N2CCOCC2)cc1)C1CCS(=O)(=O)C1 (stereo not drawn) was read as GalR3 antagonist -4, OXTR agonist 0.4 and V1aR counter 0.2.
For COc1ccc(C2=NOC(Cn3nc(-c4ccccc4)cc3C(=O)NCc3cccc(Br)c3)C2)cc1 (stereo not drawn) the results were GalR3 antagonist 2, OXTR agonist 0.2 and V1aR counter 0.8.
Screening O=C(CCS(=O)(=O)c1ccc(Cl)cc1)NC1CCCC1 returned GalR3 antagonist -4, OXTR agonist 0.5 and V1aR counter -0.3.
Screening O=C(COC(=O)COc1ccccc1[N+](=O)[O-])NC1CCCCC1 returned GalR3 antagonist -3, OXTR agonist 0.2 and V1aR counter 0.3.
`O=C1C(Cc2ccccc2)Nc2ncnc(N3CCN(c4ccccc4)CC3)c2N1Cc1ccccc1` (stereo not drawn) gave GalR3 antagonist -2, OXTR agonist -1.5 and V1aR counter -0.8.
COc1ccc(OC)c(COC(=O)c2cc([N+](=O)[O-])ccc2N2CCOCC2)c1 was read as GalR3 antagonist -4, OXTR agonist -1.6 and V1aR counter -0.9.
For COc1ccc(-n2ccnc(SCC(=O)NC3CCCC3)c2=O)cc1OC the results were GalR3 antagonist -2, OXTR agonist 1.7 and V1aR counter -0.4.
COc1cc(OC)cc(C(=O)OCC(=O)Nc2ccc3[nH]c(=O)[nH]c3c2)c1 was read as GalR3 antagonist -3, OXTR agonist -0.2 and V1aR counter 0.9.
O=C(Nc1ccccc1)C1CCCN(C(=O)c2ccc(F)cc2)C1 (stereo not drawn) was read as GalR3 antagonist -2, OXTR agonist 0.8 and V1aR counter 1.0.
Screening CC(Oc1ccc(Cl)cc1)C(=O)Nc1ccccc1N1CCOCC1 (stereo not drawn) returned GalR3 antagonist -5, OXTR agonist -1.6 and V1aR counter -1.0.
`CC(OC(=O)CN1C(=O)NC2(CCCC2)C1=O)C(=O)c1ccc(C(C)(C)C)cc1` (stereo not drawn) gave GalR3 antagonist -2, OXTR agonist 1.3 and V1aR counter 4.0.
Screening CC1CN(S(=O)(=O)c2cccc(C(=O)NCc3ccco3)c2)CC(C)O1 (stereo not drawn) returned GalR3 antagonist 1, OXTR agonist -0.1 and V1aR counter -0.2.
Cn1ccnc1SCC(=O)c1c(N)n(C)c(=O)n(C)c1=O was read as GalR3 antagonist -5, OXTR agonist 0.9 and V1aR counter -0.7.
CCOc1ccc(CCNC(=O)C2CC(=O)N(c3ccccc3OCC)C2)cc1OCC (stereo not drawn) was read as GalR3 antagonist -3, OXTR agonist -0.1 and V1aR counter -0.5.
Screening CCCCn1c(N)c(N(CCC(C)C)C(=O)c2cc(Cl)nc3ccccc23)c(=O)[nH]c1=O returned GalR3 antagonist 1, OXTR agonist -0.8 and V1aR counter 0.0.
Screening CCN(C(=O)c1ccc(S(=O)(=O)N2CCCCC2)cc1)C1CCS(=O)(=O)C1 (stereo not drawn) returned GalR3 antagonist -5, OXTR agonist 1.0 and V1aR counter 0.0.
Screening O=C(N[C@@H](Cc1ccccc1)C(=O)N1CCN(S(=O)(=O)c2ccccc2F)CC1)c1ccco1 returned GalR3 antagonist -5, OXTR agonist 0.1 and V1aR counter 0.5.
`Cc1noc(C)c1S(=O)(=O)Nc1ccc2c(c1)C(=O)N([C@H](C)CO)C[C@H](C)[C@@H](CN(C)C(=O)Nc1ccccc1)O2` gave GalR3 antagonist -4, OXTR agonist -0.1 and V1aR counter 0.7.
For COc1ccc(N2CCN(C(CNC(=O)c3cccs3)c3ccco3)CC2)cc1 (stereo not drawn) the results were GalR3 antagonist -3, OXTR agonist -1.2 and V1aR counter 0.5.
CCN(CC)S(=O)(=O)c1ccc(N2CCOCC2)c(NC(=O)c2ccc3c(c2)OCCO3)c1 was read as GalR3 antagonist -1, OXTR agonist -2.6 and V1aR counter -0.8.
Cc1ccc(NC(=O)C(C)SCC(=O)Nc2ccc(F)cc2)cc1S(=O)(=O)N1CCOCC1 (stereo not drawn) was read as GalR3 antagonist -2, OXTR agonist 0.5 and V1aR counter 0.3.
CCCNC(=O)CCn1cc(-c2ccc(OC)cc2)nc1CCN was read as GalR3 antagonist 1, OXTR agonist 1.1 and V1aR counter 0.6.
For CCCCn1c(N)c(N(CCOC)C(=O)c2ccc(-c3ccc(Cl)cc3)o2)c(=O)[nH]c1=O the results were GalR3 antagonist -2, OXTR agonist 0.3 and V1aR counter -0.2.
`Cc1ccc(S(=O)(=O)Nc2ccccc2-c2nc3ccccc3[nH]c2=O)cc1` gave GalR3 antagonist -6, OXTR agonist -1.0 and V1aR counter 1.2.
Screening CN(CC(=O)N(C)CC(=O)Nc1c(Cl)cccc1Cl)Cc1ccc(Br)s1 returned GalR3 antagonist 2, OXTR agonist -0.3 and V1aR counter 1.2.
Cc1cccc(C(=O)NCCC(=O)N2CCc3ccccc3C2)c1 was read as GalR3 antagonist -5, OXTR agonist 0.0 and V1aR counter 0.9.
`COc1ccc(C(C)(C)C)cc1NC(=O)CCN1C(=O)C2CCCCC2C1=O` (stereo not drawn) gave GalR3 antagonist -8, OXTR agonist 0.3 and V1aR counter 0.0.
Screening COc1ccc(C(CNC(=O)c2cccc(S(=O)(=O)Nc3cccc(C)c3)c2)N2CCOCC2)cc1 (stereo not drawn) returned GalR3 antagonist -4, OXTR agonist -1.0 and V1aR counter -1.6.
`O=C1CN(C(=O)COC(=O)c2ccc(Br)o2)c2ccccc2N1` gave GalR3 antagonist 2, OXTR agonist 2.4 and V1aR counter 1.1.
Screening Cc1ccc([N+](=O)[O-])cc1S(=O)(=O)Nc1cccc(-c2ccc(N3CCOCC3)nn2)c1 returned GalR3 antagonist -2, OXTR agonist 1.1 and V1aR counter 0.8.
For CCOc1ccccc1OCC(=O)Nc1c(C)n(C)n(-c2ccccc2)c1=O the results were GalR3 antagonist -7, OXTR agonist 1.3 and V1aR counter 0.7.
Screening O=C(COc1ccccc1F)Nc1cc(S(=O)(=O)Nc2cccc(Cl)c2)ccc1O returned GalR3 antagonist -3, OXTR agonist 1.8 and V1aR counter -0.6.
`CN(C)S(=O)(=O)c1ccc(N2CCCC2)c(C(=O)N2CCN(S(=O)(=O)c3ccc(F)cc3)CC2)c1` gave GalR3 antagonist 0, OXTR agonist -1.1 and V1aR counter 0.2.
`CC(C)(C)NC(=O)CC1C[C@H](C(=O)N2CCOCC2)[C@@]2(CCC3CCCC3)c3[nH]c4ccccc4c3CCN2C1=O` (stereo partly drawn) gave GalR3 antagonist 0, OXTR agonist -1.8 and V1aR counter -1.6.
`CCCCN(C(=O)c1cc(S(=O)(=O)N2CCOCC2)ccc1Cl)c1c(N)n(CC(C)C)c(=O)[nH]c1=O` gave GalR3 antagonist -1, OXTR agonist 0.1 and V1aR counter -0.4.
O=C(COC(=O)c1ccc[nH]c1=O)NCC12CC3CC(CC(C3)C1)C2 was read as GalR3 antagonist -7, OXTR agonist -0.4 and V1aR counter -0.8.
Screening COc1ccccc1-n1nnnc1SCC(=O)NC1CC1 returned GalR3 antagonist -2, OXTR agonist 0.8 and V1aR counter 0.9.

Compounds shown so far that contain an aryl thioether with sulfur outside any ring, in the order listed:
For COc1ccc(-n2ccnc(SCC(=O)NC3CCCC3)c2=O)cc1OC the results were GalR3 antagonist -2, OXTR agonist 1.7 and V1aR counter -0.4.
Cn1ccnc1SCC(=O)c1c(N)n(C)c(=O)n(C)c1=O was read as GalR3 antagonist -5, OXTR agonist 0.9 and V1aR counter -0.7.
Screening COc1ccccc1-n1nnnc1SCC(=O)NC1CC1 returned GalR3 antagonist -2, OXTR agonist 0.8 and V1aR counter 0.9.

Further records follow:
Screening O=C(Cc1coc2cc(O)ccc12)NNC(=O)c1cccs1 returned GalR3 antagonist -2, OXTR agonist 0.3 and V1aR counter 0.5.
For CN(CC(=O)Nc1cc(Cl)ccc1Cl)C1CCS(=O)(=O)C1 (stereo not drawn) the results were GalR3 antagonist 1, OXTR agonist 2.0 and V1aR counter 0.3.
O=C(COC(=O)CNC(=O)c1ccccc1)NCCCc1ccccc1 was read as GalR3 antagonist -7, OXTR agonist -0.7 and V1aR counter -0.4.
For CC(=O)Nc1ccc(S(=O)(=O)N(C)CC(=O)OCC(=O)c2ccc3c(c2)NC(=O)CO3)cc1 the results were GalR3 antagonist -4, OXTR agonist 0.9 and V1aR counter 1.2.
For O=C(C[C@H]1C/C=C\CC[C@@H](Cc2ccc(F)cc2)C(=O)OCCNC1=O)NCCO the results were GalR3 antagonist -3, OXTR agonist 1.1 and V1aR counter 0.7.
Screening CCCOc1ccccc1OCC(=O)Nc1ccc(S(=O)(=O)N2CCCC2)cc1 returned GalR3 antagonist 0, OXTR agonist -1.5 and V1aR counter -0.1.
Screening Cc1ccc(C)c(N2N=C(C(=O)OCc3nnc(-c4ccccc4)o3)CCC2=O)c1 returned GalR3 antagonist 1, OXTR agonist -0.4 and V1aR counter -1.1.
For COc1cccc(CN(C)CC(=O)Nc2ccccc2C(=O)NC2CC2)c1 the results were GalR3 antagonist -5, OXTR agonist -1.8 and V1aR counter 0.0.
For Cc1ccccc1C(=O)OCC(=O)N(C)c1c(N)n(Cc2ccccc2)c(=O)[nH]c1=O the results were GalR3 antagonist -1, OXTR agonist 0.3 and V1aR counter 0.5.
Screening CC1CCC2(CC1)NC(=O)N(CC(=O)NCc1ccc(F)cc1)C2=O (stereo not drawn) returned GalR3 antagonist -2, OXTR agonist -2.5 and V1aR counter -0.3.
For CCN(CC(=O)Nc1cc(Cl)ccc1C)C(=O)CSCc1c(C)noc1C the results were GalR3 antagonist -3, OXTR agonist -0.8 and V1aR counter -1.0.
Screening CC(=O)c1ccc(OCCCC(=O)N2CCN(S(=O)(=O)c3cc(C)ccc3C)CC2)cc1 returned GalR3 antagonist -6, OXTR agonist 4.9 and V1aR counter 5.3.
`N#Cc1c(NC(=O)COC(=O)c2nccnc2N)sc2c1CCCC2` gave GalR3 antagonist -4, OXTR agonist 0.2 and V1aR counter 0.9.
`O=C(COC(=O)c1cnccn1)NC1CCCc2ccccc21` (stereo not drawn) gave GalR3 antagonist 2, OXTR agonist 0.5 and V1aR counter -0.1.
`CN(C(=O)CSc1nc2sc3c(c2c(=O)n1C)CCC3)C1CCS(=O)(=O)C1` (stereo not drawn) gave GalR3 antagonist -6, OXTR agonist 1.3 and V1aR counter 0.8.

2 entries picked at random from those above:
Screening CC1CN(S(=O)(=O)c2cccc(C(=O)NCc3ccco3)c2)CC(C)O1 (stereo not drawn) returned GalR3 antagonist 1, OXTR agonist -0.1 and V1aR counter -0.2.
Screening O=C(CCS(=O)(=O)c1ccc(Cl)cc1)NC1CCCC1 returned GalR3 antagonist -4, OXTR agonist 0.5 and V1aR counter -0.3.

Carrying on:
Screening CC(Oc1ccc(Cl)cc1C(N)=O)C(=O)N1CCc2ccccc21 (stereo not drawn) returned GalR3 antagonist -6, OXTR agonist -0.2 and V1aR counter 1.3.
For COC(=O)/C=C/c1ccccc1CN1[C@@H](CC(=O)OC)c2ccccc2S1(=O)=O the results were GalR3 antagonist -2, OXTR agonist 1.4 and V1aR counter 1.7.
For O=C(c1cnn(C(=O)c2ccco2)c1)c1cc(F)ccc1O the results were GalR3 antagonist -3, OXTR agonist 1.2 and V1aR counter 0.9.
Screening CN(Cc1ccccc1Cl)C(=O)CNC(=O)C12CC3CC(CC(C3)C1)C2 returned GalR3 antagonist -5, OXTR agonist -2.3 and V1aR counter 1.5.
`O=C(NC1CCCC1)c1cc2c(=O)n3ccccc3nc2s1` gave GalR3 antagonist -7, OXTR agonist -0.6 and V1aR counter -0.3.
Screening Cc1ccc(O)c(N=Nc2nccs2)c1 returned GalR3 antagonist -1, OXTR agonist -1.2 and V1aR counter -1.2.
For O=C(CNC(=O)c1cc(Cl)cc([N+](=O)[O-])c1)OCC(=O)N1CCCCC1 the results were GalR3 antagonist -3, OXTR agonist 2.1 and V1aR counter -0.1.
`Cc1cccc(/C=C/C(=O)c2ccc([N+](=O)[O-])o2)c1` gave GalR3 antagonist -4, OXTR agonist -2.1 and V1aR counter 1.8.

The list is partial, so the mix of outcomes need not match the whole.
